BioA inh: BioA (M. tuberculosis) enzyme inhibition; purified M. tuberculosis BioA enzyme, plate reader; 0.096% of 360,000 active; AID 602481; inhibition, % at 9.99 µM; in the data active = inhibition above about 40%
Active calls of the source: *.

SMILES | BioA inh
O=C(C[C@H]1C=C[C@@H](NC(=O)c2cccc(F)c2)[C@H](CO)O1)Nc1nccs1 | -0.1
CN(C)C(=O)c1ccc(-c2ccc([C@H]3[C@H](CO)N4CCCCN(CC5CC5)C[C@@H]34)cc2)cc1 | 0.3
COCC(=O)Nc1ccc2c(c1)C(=O)N(C)[C@H]1CC[C@H](CC(=O)NCc3ccc(OC)cc3)O[C@H]1CO2 | -2.6
COCC(=O)Nc1ccc2c(c1)[C@@H]1C[C@@H](CC(=O)N3CCN(C)CC3)O[C@@H](CO)[C@@H]1O2 | -1.6
C/C=C/c1ccc([C@H]2[C@@H](CO)N3CCCCN(C(=O)Nc4ccc(F)cc4)C[C@H]23)cc1 | -2.6
COCCNC(=O)C[C@@H]1C[C@@H]2c3cc(NC(=O)CN(C)C)ccc3O[C@@H]2[C@@H](CO)O1 | 0.2
C[C@H](CO)N1C[C@H](C)[C@H](CN(C)Cc2ccccc2)OCCCC[C@H](C)Oc2ccc(NS(=O)(=O)c3cccs3)cc2C1=O | -1.0
COc1ccc(CN(C)C[C@@H]2Oc3ccc(NC(=O)Nc4ccc(F)cc4)cc3CC(=O)N([C@@H](C)CO)C[C@@H]2C)cc1 | -1.0
CC=Cc1ccc2n(c1=O)C[C@H]1[C@H](CO)[C@@H](C(=O)OC)[C@@H]2N1C(=O)CC (mixture of isomers) | -0.2
C[C@@H]1CN([C@H](C)CO)C(=O)c2cc(-c3cccnc3)cnc2O[C@@H]1CN(C)C(=O)Nc1ccc2c(c1)OCO2 | -0.3
CO[C@H]1CN(C)C(=O)c2ccc(NC(C)=O)cc2OC[C@H](C)N(C(=O)c2ccccn2)C[C@H]1C | -3.9
CCC(=O)N1C[C@H]2[C@@H](c3ccccc31)[C@H](CO)N2C(=O)CC1CC1 | -3.9
Cn1cnc(S(=O)(=O)N[C@H]2C=C[C@@H](CC(=O)Nc3ccccc3)O[C@H]2CO)c1 | -2.7
O=C(Nc1ccc(F)cc1)Nc1ccc2c(c1)[C@@H]1C[C@H](CC(=O)N3CCOCC3)O[C@@H](CO)[C@@H]1O2 | 0.3
C[C@@H]1CN([C@@H](C)CO)C(=O)Cc2cc(NC(=O)NC3CCCCC3)ccc2O[C@@H]1CN(C)S(=O)(=O)c1ccccc1 | -0.3
COc1cccc(S(=O)(=O)N2C[C@H](O)COC[C@H]3O[C@H](CC(=O)Nc4ccccc4)CC[C@@H]32)c1 | 1.3
C[C@@H]1CCCCO[C@@H](CN(C)S(=O)(=O)c2cn(C)cn2)[C@@H](C)CN([C@H](C)CO)C(=O)c2cc(NS(C)(=O)=O)ccc2O1 | -5.6
C[C@@H]1CN([C@H](C)CO)C(=O)c2cccc(NC(=O)c3ccncc3)c2O[C@H]1CN(C)C(=O)Nc1ccc(C(F)(F)F)cc1 | -1.1
CCC(=O)Nc1ccc2c(c1)OC[C@@H](C)N(C(=O)NC1CCCCC1)C[C@@H](C)[C@H](OC)CN(C)C2=O | 1.0
CO[C@H]1CN(C)C(=O)c2ccc(NC(C)=O)cc2OC[C@H](C)N(CCc2ccccc2)C[C@H]1C | 1.8
CO[C@@H]1CN(C)C(=O)c2cc(NC(=O)c3cc(C)on3)ccc2OC[C@H](C)N(C(=O)C2CC2)C[C@@H]1C | -2.3
CN1CCCCN2[C@H](C1)[C@H](c1ccc(C#Cc3ccccc3F)cc1)[C@@H]2CO | -1.6
COc1ccc(NC(=O)N(C)C[C@@H]2Oc3ncc(C#CCN(C)C)cc3C(=O)N([C@@H](C)CO)C[C@@H]2C)cc1 | 2.4
C[C@@H]1CCCCO[C@@H](CN(C)S(C)(=O)=O)[C@@H](C)CN([C@H](C)CO)C(=O)c2cc(NC(=O)Nc3ccc(F)cc3)ccc2O1 | -0.2
COc1ccc(NC(=O)N(C)C[C@H]2OCCCC[C@@H](C)Oc3ccc(NS(=O)(=O)c4ccc(Cl)cc4)cc3C(=O)N([C@@H](C)CO)C[C@@H]2C)cc1 | 11
COc1ccc(NC(=O)Nc2ccc3c(c2)C(=O)N([C@H](C)CO)C[C@@H](C)[C@H](CN(C)Cc2ccc(Cl)c(Cl)c2)O3)cc1 | -3.0
CCC(=O)Nc1ccc2c(c1)C(=O)N(C)C[C@H](OC)[C@@H](C)CN(C(=O)c1ccccc1F)[C@@H](C)CO2 | -0.3
C[C@@H]1CN([C@@H](C)CO)C(=O)c2cc(NC(=O)CCCN(C)C)ccc2O[C@H]1CN(C)Cc1ccc(C(=O)O)cc1 | -3.8
Cc1ccc(S(=O)(=O)N(C)C[C@H]2OCCCC[C@H](C)Oc3ccc(N(C)C)cc3C(=O)N([C@H](C)CO)C[C@H]2C)cc1 | -0.6
CC(C)CC#Cc1ccc2c(c1)O[C@@H](CN(C)Cc1ccncc1)[C@H](C)CN([C@H](C)CO)S2(=O)=O | -4.2
O=C(C[C@H]1CC[C@@H]2[C@H](COC[C@@H](O)CN2S(=O)(=O)c2ccc(F)cc2)O1)N[C@@H]1CCN(Cc2ccccc2)C1 | -0.4
CN1c2ccc(Br)cc2[C@H]2[C@H](CCN2C(=O)Cc2cccnc2)[C@@H]1CO | 28
CC(=O)NCCCC[C@@H]1NC(=O)[C@@H]2C[C@H](C(=O)O)[C@H](c3ccc(O)cc3)N2C1=O | 1.9
COc1ccc(-c2ccc3c(c2)[C@H]2[C@H](CCN2C(=O)c2ccc4c(c2)OCO4)[C@@H](CO)N3)cc1 | 0.0
CN1c2ccc(-c3ccccc3)cc2[C@@H]2[C@@H](CCN2S(=O)(=O)c2ccccc2F)[C@@H]1CO | -1.9
COc1ccccc1CNC(=O)C[C@H]1C[C@H]2c3cc(NC(=O)Nc4ccccc4F)ccc3O[C@H]2[C@@H](CO)O1 | 1.3
C[C@@H]1CN([C@@H](C)CO)S(=O)(=O)c2ccc(-c3cccc(C#N)c3)cc2O[C@@H]1CN(C)Cc1cccc(F)c1 | -1.3
CC(=O)N(C)C[C@H]1Oc2ncc(C#Cc3ccccn3)cc2C(=O)N([C@H](C)CO)C[C@H]1C | 7.7
C[C@@H]1CN([C@@H](C)CO)C(=O)c2cc(NC(=O)Nc3ccccc3)ccc2O[C@@H]1CN(C)Cc1ccc(C(=O)Nc2ccccc2N)cc1 | -0.7
Cc1noc(C)c1NC(=O)Nc1ccc2c(c1)C(=O)N([C@@H](C)CO)C[C@@H](C)[C@@H](CN(C)C(=O)NC1CCCCC1)OCCCC[C@@H](C)O2 | 1.7
CCCNC(=O)Nc1ccc2c(c1)C(=O)N(C)C[C@H](OC)[C@H](C)CN(CCC)[C@@H](C)CO2 | -3.2
Cc1noc(C)c1NC(=O)N[C@@H]1CC[C@@H](CCNC(=O)C2CCCC2)O[C@@H]1CO | -0.1
COc1ccc(CN(C)C[C@H]2Oc3ccc(NC(=O)C4CC4)cc3CC(=O)N([C@@H](C)CO)C[C@H]2C)cc1 | 1.8
OC[C@H]1[C@H](c2ccc(-c3cccnc3)cc2)[C@@H]2CN(CC3CCOCC3)CCCCN12 | -2.1
C/C=C/c1ccc2c(c1)O[C@H](CN(C)C(=O)CC1CC1)[C@H](C)CN([C@H](C)CO)S2(=O)=O | -2.0
C[C@H]1CN([C@@H](C)CO)C(=O)Cc2cc(NS(=O)(=O)c3cccs3)ccc2O[C@@H]1CN(C)Cc1ccc(C(=O)O)cc1 | -1.1
CN1C(=O)c2cc(NC(=O)c3ccccc3Cl)ccc2OC[C@@H]2O[C@H](CC(=O)NCC(F)(F)F)CC[C@@H]21 | -2.1
CCC(=O)Nc1ccc2c(c1)C(=O)N(C)C[C@@H](OC)[C@H](C)CN(Cc1ccccc1)[C@@H](C)CO2 | -1.9
Cc1ccc(S(=O)(=O)N[C@@H]2CC[C@@H](CC(=O)O)O[C@@H]2CO)cc1 | -2.7
COc1cccc(C(=O)Nc2ccc3c(c2)OC[C@@H](C)NC[C@@H](C)[C@@H](OC)CN(C)C3=O)c1 | 2.3

7 of these compounds in another layout.
Molecule,BioA inh
COc1ccc(CN(C)C[C@H]2Oc3ccc(NC(=O)C4CC4)cc3CC(=O)N([C@@H](C)CO)C[C@H]2C)cc1,1.8
OC[C@H]1[C@H](c2ccc(-c3cccnc3)cc2)[C@@H]2CN(CC3CCOCC3)CCCCN12,-2.1
C/C=C/c1ccc2c(c1)O[C@H](CN(C)C(=O)CC1CC1)[C@H](C)CN([C@H](C)CO)S2(=O)=O,-2.0
C[C@H]1CN([C@@H](C)CO)C(=O)Cc2cc(NS(=O)(=O)c3cccs3)ccc2O[C@@H]1CN(C)Cc1ccc(C(=O)O)cc1,-1.1
CN1C(=O)c2cc(NC(=O)c3ccccc3Cl)ccc2OC[C@@H]2O[C@H](CC(=O)NCC(F)(F)F)CC[C@@H]21,-2.1
CCC(=O)Nc1ccc2c(c1)C(=O)N(C)C[C@@H](OC)[C@H](C)CN(Cc1ccccc1)[C@@H](C)CO2,-1.9
Cc1ccc(S(=O)(=O)N[C@@H]2CC[C@@H](CC(=O)O)O[C@@H]2CO)cc1,-2.7

Remaining list, next part.
SMILES | BioA inh
C[C@@H]1CN([C@@H](C)CO)C(=O)c2cc(C#C[C@@H](C)O)cnc2O[C@H]1CN(C)CC1CCOCC1 | -0.2
COc1cccc(-c2ccc3n(c2=O)C[C@H]2[C@H](CO)[C@@H](C(=O)N(C)C)[C@@H]3N2C(=O)c2ccccn2)c1 | -0.3
COCC(=O)N(C)C[C@H]1[C@H](c2ccc(-c3cccnc3)cc2)[C@@H](CO)N1C(C)=O | 5.6
COc1ccc(NC(=O)Nc2cccc3c2O[C@H](CN(C)Cc2ccc(Cl)c(Cl)c2)[C@H](C)CN([C@@H](C)CO)C3=O)cc1 | -0.7
O=S(=O)(Cc1ccccc1)N1CCCCN2[C@H](C1)[C@@H](c1ccc(C#Cc3ccccc3)cc1)[C@@H]2CO | 0.7
O=C(N[C@H]1CC[C@H](CCn2cc(C3(O)CCCC3)nn2)O[C@@H]1CO)C1CCCC1 | 1.3
C[C@@H]1CN([C@@H](C)CO)C(=O)c2cc(NC(=O)c3ccncc3)ccc2O[C@@H](C)CCCCO[C@@H]1CN(C)C(=O)Nc1cccc2ccccc12 | -3.1
COCC#Cc1cnc2c(c1)C(=O)N([C@@H](C)CO)C[C@@H](C)[C@H](CN(C)Cc1ccc(-c3ccccc3)cc1)O2 | -1.8
COc1ccccc1NC(=O)N[C@@H]1CC[C@@H](CCn2cc(C3(O)CCCC3)nn2)O[C@H]1CO | 5.1
C[C@H]1CN([C@@H](C)CO)C(=O)c2cccc(NC(=O)Nc3ccc(C(F)(F)F)cc3)c2O[C@H]1CN(C)Cc1ccc(Oc2ccccc2)cc1 | -1.9
C[C@@H]1CN([C@H](C)CO)C(=O)Cc2cc(NC(=O)Nc3ccccc3)ccc2O[C@@H]1CN(C)S(=O)(=O)c1ccccc1 | 0.0
CCCNC(=O)N(C)C[C@H]1Oc2ncc(C#CC3CC3)cc2C(=O)N([C@@H](C)CO)C[C@H]1C | 0.1
COC(=O)[C@@]1(CCS(=O)(=O)c2ccccc2)N=C(c2ccc(OCCCO)cc2)O[C@H]1c1ccccc1N=[N+]=[N-] | -1.2
COCC(=O)Nc1ccc2c(c1)C(=O)N(C)[C@@H]1CC[C@@H](CC(=O)NCc3ccc(OC)cc3)O[C@H]1CO2 | 0.5
C[C@H]1CN([C@@H](C)CO)C(=O)Cc2cc(NS(=O)(=O)c3ccccc3)ccc2O[C@H]1CN(C)S(=O)(=O)c1ccccc1 | 9.6
COCC#Cc1ccc([C@H]2[C@H]3CN(S(=O)(=O)c4ccccc4F)CCCCN3[C@H]2CO)cc1 | -3.8
CO[C@H]1CN(C)C(=O)c2cc(NC(=O)Cc3ccccc3)ccc2OC[C@@H](C)N(C(C)=O)C[C@@H]1C | -1.0
C[C@@H]1CN([C@@H](C)CO)C(=O)c2cc(NS(=O)(=O)c3cccs3)ccc2O[C@H]1CN(C)S(=O)(=O)c1ccc(Cl)cc1 | 1.1
Cc1ccc(S(=O)(=O)N[C@H]2CC[C@H](CC(=O)NCCc3ccncc3)O[C@@H]2CO)cc1 | -3.3
C/C=C/c1cnc2c(c1)C(=O)N([C@H](C)CO)C[C@@H](C)[C@@H](CN(C)S(=O)(=O)c1ccccc1F)O2 | -1.5
O=C(NCC[C@@H]1CC[C@H](NS(=O)(=O)c2ccccc2)[C@H](CO)O1)c1ccc2c(c1)OCO2 | 3.1
CCCN(C)C[C@H]1Oc2ncc(-c3ccccc3)cc2C(=O)N([C@@H](C)CO)C[C@H]1C | -0.8
O=C(Nc1ccccc1)N[C@@H]1CC[C@@H](CCNC(=O)c2ccccc2F)O[C@H]1CO | 0.6
O=C(C[C@H]1CC[C@H](NS(=O)(=O)c2ccccc2)[C@@H](CO)O1)NCc1ccncn1 | -3.9
C[C@H]1CN([C@@H](C)CO)C(=O)c2cc(NC(=O)CCC(F)(F)F)ccc2O[C@@H]1CN(C)Cc1ccc(C(F)(F)F)cc1 | 7.1
C[C@H]1CCCCO[C@H](CN(C)Cc2ccc(C(F)(F)F)cc2)[C@@H](C)CN([C@@H](C)CO)C(=O)c2cc(NC(=O)Cc3ccccc3)ccc2O1 | -4.8
CN(C)C(=O)c1ccc(-c2ccc([C@@H]3[C@H]4CN(C(=O)C5CCCC5)CCCCN4[C@H]3CO)cc2)cc1 | 0.8
COc1ccc(S(=O)(=O)N[C@@H]2CC[C@H](CC(=O)N3CCN(c4ccccc4)CC3)O[C@@H]2CO)cc1 | -0.4
C[C@@H]1CN([C@@H](C)CO)C(=O)c2cccc(NC(=O)c3ccc(-c4nccs4)cc3)c2O[C@H]1CN(C)Cc1ccc(C(=O)O)cc1 | 1.2
C[C@@H]1CN([C@H](C)CO)C(=O)c2c(c3ccccc3n2C)-c2ccccc2CO[C@@H]1CN(C)S(=O)(=O)Cc1ccccc1 | -3.3
CO[C@H]1CN(C)C(=O)c2cc(NC(=O)c3ccccc3)ccc2OC[C@H](C)N(C)C[C@H]1C | -3.3

Screens deposited in PubChem by Broad Institute.

The list is partial. The share of hits here may be higher or lower than overall.
